Source: PubChem
INS-1E rescue: INS-1E beta cell protection from cytokine death; INS-1E cytokine-induced death, ATP luminescence, 48 h; normalised: neutral wells 0, positive control 100; protection from cytokine-induced ATP loss, % at 10 µM; 20,000 compounds, 0.1% hits;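 active means mean replicate protection from cytokine-induced ATP loss at least 50% and at least 75% of replicates each reaching 50%; inconclusive means meets only one of the two criteria, mean or replicate share; inactive means fails both the mean and replicate share criteria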
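Material: INS-1E rat cells; Quantity: 8000 cells/well; Buffer or medium: phenol-red-free RPMI with 5% fetal bovine serum; Probe or stimulus: cytokine cocktail of IFN-γ, TNF-α and IL-1β; Compound dosing: single test concentration per compound, delivered by pin transfer; Incubation: 48 h co-treatment, 10 min post-lysis read; Signal: CellTiter-Glo luminescence.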
T cruzi intra: intracellular Trypanosoma cruzi inhibition. intracellular Trypanosoma cruzi in host cells, plate reader. activity score (inhibition), % at 5.01 µM. 22,000 compounds, 4.9% hits. AID 651903; in the data active means activity score above about 55%; inconclusive means no clear call, values can overlap the other calls;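 further: parasites and compound incubated about four days before reading; 0% = median of neutral control wells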
* marks the source's active call; other numbers are inactive results; ? = inconclusive; / = no result given.

item | SMILES | INS-1E rescue | T cruzi intra
1 | Cc1noc(C)c1NC(=O)N(C)C[C@@H]1OCCCC[C@@H](C)Oc2ccc(NC(=O)Nc3ccc(F)cc3)cc2C(=O)N([C@H](C)CO)C[C@@H]1C | -2.9 | -10.4
2 | O=C(CCCCCC(=O)Nc1ccccc1O)N/N=C/c1ccc(OCCO)cc1 | 2.2 | -15.8
3 | C[C@H](CO)N1C[C@H](C)[C@@H](CN(C)Cc2ccc(Oc3ccccc3)cc2)Oc2ccc(NC(=O)NC3CCCCC3)cc2C1=O | -23.2 | -30.3
4 | Cc1ccc(S(=O)(=O)N(C)C[C@@H]2Oc3c(NC(=O)c4ccc(-c5nccs5)cc4)cccc3C(=O)N([C@H](C)CO)C[C@@H]2C)cc1 | 2.7 | 71.1*
5 | C[C@H]1CN([C@@H](C)CO)C(=O)c2cc(NS(=O)(=O)c3cccs3)ccc2O[C@@H]1CN(C)C(=O)NC1CCCCC1 | 6.6 | -19.3
6 | C[C@H](CO)N1C[C@H](C)[C@H](CN(C)Cc2ccc(Cl)c(Cl)c2)Oc2ccc(NC(=O)Nc3cccc4ccccc34)cc2CC1=O | -4.8 | 68.5*
7 | Cc1ccc(S(=O)(=O)Nc2ccc3c(c2)CC(=O)N([C@H](C)CO)C[C@H](C)[C@H](CN(C)C(=O)Nc2ccc(F)cc2)O3)cc1 | 7.1 | -21.1
8 | C[C@@H]1CN([C@@H](C)CO)C(=O)Cc2cc(NC(=O)CCN3CCOCC3)ccc2O[C@@H]1CN(C)C(=O)Nc1ccccc1 | -3.6 | -19.0
9 | C[C@@H](O)[C@@H](O)[C@@H](O)C/C=N/NC(=O)c1ccccn1 | 22.3 | -3.1
10 | C[C@@H]1CN([C@H](C)CO)C(=O)c2cccc(NC(=O)Nc3ccc4c(c3)OCO4)c2O[C@@H]1CN(C)S(=O)(=O)c1ccc(Cl)cc1 | 2.8 | -7.3
11 | C[C@@H]1CN([C@@H](C)CO)C(=O)CCCn2cc(nn2)CO[C@@H]1CN(C)Cc1ccc2c(c1)OCCN2C | / | -1.6
12 | COc1ccc(NC(=O)N(C)C[C@@H]2Oc3c(NC(=O)C4CCCCC4)cccc3C(=O)N([C@H](C)CO)C[C@H]2C)cc1 | 0.0 | -3.1
13 | CC(C)NC(=O)Nc1ccc2c(c1)C(=O)N([C@@H](C)CO)C[C@@H](C)[C@@H](CN(C)Cc1ccc(Oc3ccccc3)cc1)O2 | -21.7 | -0.3
14 | COc1cccc(NC(=O)N(C)C[C@@H]2OCc3cnnn3CCCC(=O)N([C@H](C)CO)C[C@@H]2C)c1 | / | -3.0
15 | Cc1ccc(S(=O)(=O)Nc2ccc3c(c2)C(=O)N([C@@H](C)CO)C[C@H](C)[C@H](CN(C)Cc2ccccc2)O3)cc1 | / | 0.6
16 | CC(C)NC(=O)Nc1ccc2c(c1)C(=O)N([C@H](C)CO)C[C@H](C)[C@H](CN(C)Cc1ccncc1)OCCCC[C@@H](C)O2 | 5.8 | -18.6
17 | CC(C)NC(=O)Nc1cccc2c1O[C@H](CN(C)C(=O)Nc1cccc3ccccc13)[C@@H](C)CN([C@@H](C)CO)C2=O | 9.4 | -1.3
18 | C[C@H](CO)N1C[C@H](C)[C@@H](CN(C)C(=O)Nc2cccc3ccccc23)Oc2c(NC(=O)c3ccncc3)cccc2C1=O | 0.1 | 5.9
19 | CNC[C@@H]1Oc2c(NS(=O)(=O)c3ccc(C)cc3)cccc2C(=O)N([C@H](C)CO)C[C@@H]1C | 1.8 | -16.7
20 | Cc1ccc(S(=O)(=O)N(C)C[C@H]2Oc3c(NC(=O)C4CC4)cccc3C(=O)N([C@H](C)CO)C[C@H]2C)cc1 | 2.6 | -4.2
21 | COc1ccc(-c2cnc3c(c2)C(=O)N([C@H](C)CO)C[C@H](C)[C@H](CN(C)S(=O)(=O)c2cccs2)O3)cc1 | / | 24.7
22 | Cc1noc(C)c1S(=O)(=O)Nc1ccc2c(c1)CC(=O)N([C@H](C)CO)C[C@H](C)[C@H](CN(C)S(=O)(=O)c1ccccc1)O2 | 3.9 | 4.2
23 | C[C@H](CO)N1C[C@H](C)[C@H](CN(C)S(=O)(=O)c2ccc(Cl)cc2)Oc2ccc(NC(=O)Cc3ccccc3)cc2CC1=O | -3.0 | 28.4
24 | C[C@H]1CN([C@@H](C)CO)C(=O)Cc2cc(NS(=O)(=O)c3ccccc3)ccc2O[C@@H]1CN(C)Cc1ccccc1 | 8.5 | 0.4
25 | C[C@@H]1CCCCO[C@H](CN(C)C(=O)C2CCCCC2)[C@@H](C)CN([C@H](C)CO)C(=O)c2cc(NS(=O)(=O)c3ccc(F)cc3)ccc2O1 | 5.9 | 2.7
26 | C[C@@H]1CCCCO[C@@H](CN(C)S(=O)(=O)c2ccccc2)[C@@H](C)CN([C@H](C)CO)C(=O)c2cc(NC(=O)NC3CCCCC3)ccc2O1 | -3.8 | 15.6
27 | C[C@H]1CN([C@@H](C)CO)C(=O)c2cccc(NC(=O)C3CCCCC3)c2O[C@H]1CN(C)Cc1ccc(C(=O)O)cc1 | 4.9 | -24.8
28 | C[C@@H]1CN([C@@H](C)CO)C(=O)c2cc(NS(=O)(=O)c3cccs3)ccc2O[C@H]1CN(C)C(=O)NC1CCCCC1 | 5.2 | -4.8
29 | C[C@H](CO)N1C[C@H](C)[C@H](CN(C)S(=O)(=O)c2ccc(C#N)cc2)Oc2ncc(C#CCN(C)C)cc2C1=O | 0.3 | -5.3
30 | Cc1noc(C)c1NC(=O)Nc1ccc2c(c1)C(=O)N([C@H](C)CO)C[C@H](C)[C@H](CN(C)C(=O)Nc1c(C)noc1C)OCCCC[C@@H](C)O2 | 2.3 | -3.1

The last 2 records of the section above lead into the next:
item | SMILES | INS-1E rescue | T cruzi intra
29 | C[C@H](CO)N1C[C@H](C)[C@H](CN(C)S(=O)(=O)c2ccc(C#N)cc2)Oc2ncc(C#CCN(C)C)cc2C1=O | 0.3 | -5.3
30 | Cc1noc(C)c1NC(=O)Nc1ccc2c(c1)C(=O)N([C@H](C)CO)C[C@H](C)[C@H](CN(C)C(=O)Nc1c(C)noc1C)OCCCC[C@@H](C)O2 | 2.3 | -3.1
31 | C[C@H]1CN([C@@H](C)CO)C(=O)Cc2cc(NC(=O)Nc3ccc(F)cc3)ccc2O[C@@H]1CN(C)Cc1ccccc1 | 0.2 | 11.3
32 | C[C@@H]1CN([C@@H](C)CO)C(=O)Cc2cc(NC(=O)Nc3ccc(C(F)(F)F)cc3)ccc2O[C@@H]1CN(C)Cc1ccccc1 | -32.5 | 57.5*
33 | C[C@H]1CN([C@@H](C)CO)C(=O)Cc2cc(NC(=O)Cc3ccccc3)ccc2O[C@H]1CN(C)S(C)(=O)=O | 1.8 | -11.4
34 | COc1ccc(S(=O)(=O)Nc2ccc3c(c2)C(=O)N([C@H](C)CO)C[C@@H](C)[C@@H](CN(C)S(=O)(=O)c2c(C)noc2C)O3)cc1 | 1.0 | 7.5
35 | C[C@H]1CN([C@@H](C)CO)C(=O)c2cc(NC(=O)CCCCCC(=O)Nc3ccccc3N)ccc2O[C@H]1CN(C)S(=O)(=O)c1ccccc1 | -6.0 | -29.4
36 | C[C@H]1CN([C@@H](C)CO)C(=O)c2cccc(NS(=O)(=O)c3cccs3)c2O[C@H]1CN(C)S(=O)(=O)c1ccc(Cl)cc1 | 5.1 | 8.7
37 | C[C@H]1CN([C@@H](C)CO)C(=O)c2cc(NS(=O)(=O)c3ccc(F)cc3)ccc2O[C@@H]1CN(C)Cc1ccccc1 | / | 12.6
38 | C[C@@H]1CN([C@H](C)CO)C(=O)Cc2cc(NS(=O)(=O)c3ccc(Cl)cc3)ccc2O[C@@H]1CN(C)C | 11.8 | -25.9
39 | COc1ccc(CN(C)C[C@H]2Oc3ccc(NS(=O)(=O)c4ccc(OC)cc4)cc3CC(=O)N([C@@H](C)CO)C[C@@H]2C)cc1 | -13.9 | ?
40 | Cc1noc(C)c1S(=O)(=O)Nc1ccc2c(c1)CC(=O)N([C@H](C)CO)C[C@H](C)[C@H](CN(C)Cc1ccc(-c3ccccc3)cc1)O2 | 0.4 | 40.6
41 | Cc1ccc(OC(=O)N(C)C[C@@H]2OCc3cn(nn3)CCCC(=O)N([C@H](C)CO)C[C@@H]2C)cc1 | / | -2.6
42 | COc1ccc(S(=O)(=O)Nc2cccc3c2O[C@@H](CN(C)CC2CCCCC2)[C@H](C)CN([C@@H](C)CO)C3=O)cc1 | 10.8 | -16.6
43 | Cc1ccc(S(=O)(=O)Nc2cccc3c2O[C@H](CN(C)CC2CC2)[C@H](C)CN([C@H](C)CO)C3=O)cc1 | 0.4 | -24.4
44 | C[C@H](CO)N1C[C@H](C)[C@@H](CN(C)Cc2ccc(C(F)(F)F)cc2)Oc2ccc(NC(=O)CCCCCC(=O)Nc3ccccc3N)cc2C1=O | -9.7 | 24.6
45 | C[C@H]1CN([C@@H](C)CO)C(=O)Cc2cc(NC(=O)Nc3ccc(C(F)(F)F)cc3)ccc2O[C@@H]1CN(C)C | 2.9 | -28.1
46 | C[C@@H]1CCCCO[C@@H](CN(C)S(=O)(=O)c2ccc(F)cc2)[C@@H](C)CN([C@H](C)CO)C(=O)c2cc(NC(=O)NC3CCCCC3)ccc2O1 | -2.6 | 9.0
47 | C[C@H](CO)N1C[C@H](C)[C@H](CN(C)S(=O)(=O)c2ccccc2)Oc2c(NC(=O)Nc3ccc4c(c3)OCO4)cccc2C1=O | 8.9 | -6.8
48 | C[C@H]1CN([C@@H](C)CO)C(=O)c2cc(N(C)C)ccc2O[C@@H]1CN(C)Cc1ccccc1 | 1.6 | -18.4
49 | C[C@@H]1CN([C@H](C)CO)C(=O)c2cc(NS(=O)(=O)c3cccs3)ccc2O[C@H]1CN(C)Cc1ccc(C(F)(F)F)cc1 | / | 15.8
50 | C[C@@H]1CCCCO[C@@H](CN(C)Cc2ccc(C(F)(F)F)cc2)[C@@H](C)CN([C@H](C)CO)C(=O)c2cc(NC(=O)CCC(F)(F)F)ccc2O1 | 3.5 | 9.9
51 | CC(C)NC(=O)Nc1ccc2c(c1)CC(=O)N([C@@H](C)CO)C[C@H](C)[C@@H](CN(C)Cc1ccccc1)O2 | 3.7 | 12.0
52 | C[C@@H]1CN([C@H](C)CO)C(=O)c2cccc(NS(=O)(=O)c3ccc(Cl)cc3)c2O[C@H]1CN(C)Cc1ccncc1 | 8.6 | 2.4
53 | Cc1noc(C)c1S(=O)(=O)Nc1cccc2c1O[C@H](CN(C)S(=O)(=O)c1ccc(Cl)cc1)[C@H](C)CN([C@H](C)CO)C2=O | 5.2 | 1.9
54 | C[C@@H]1CN([C@@H](C)CO)C(=O)c2cc(NC(=O)Nc3ccc(F)cc3)ccc2O[C@H]1CN(C)Cc1ccc(C(F)(F)F)cc1 | / | 32.3
55 | C[C@H](CO)N1C[C@H](C)[C@@H](CN(C)S(=O)(=O)c2cn(C)cn2)Oc2ccc(NS(=O)(=O)c3cccs3)cc2C1=O | -3.5 | -21.8
56 | C[C@H]1CN([C@@H](C)CO)C(=O)c2cc(NC(=O)Nc3ccc(C(F)(F)F)cc3)ccc2O[C@@H]1CN(C)Cc1ccc(-c2ccccc2)cc1 | -12.3 | -9.4
57 | O=C(O)CCCCCCC(=O)N/N=C/c1ccc([N+](=O)[O-])s1 | -5.6 | 31.9
58 | COc1ccc(S(=O)(=O)Nc2cccc3c2O[C@H](CN(C)Cc2ccc(C(F)(F)F)cc2)[C@@H](C)CN([C@@H](C)CO)C3=O)cc1 | 5.1 | 40.0
59 | C[C@H](CO)N1C[C@H](C)[C@H](CN(C)S(=O)(=O)c2ccc(F)cc2)Oc2c(NC(=O)c3ccc(-c4nccs4)cc3)cccc2C1=O | -12.8 | 54.5
60 | Cc1noc(C)c1NC(=O)N(C)C[C@H]1Oc2ccc(NC(=O)Nc3ccc(F)cc3)cc2C(=O)N([C@@H](C)CO)C[C@@H]1C | 4.3 | -14.1

Single records (already shown):
COc1ccc(CN(C)C[C@H]2Oc3ccc(NS(=O)(=O)c4ccc(OC)cc4)cc3CC(=O)N([C@@H](C)CO)C[C@@H]2C)cc1 across the screens: INS-1E rescue = -13.9; T cruzi intra = ?
Cc1noc(C)c1NC(=O)N(C)C[C@H]1Oc2ccc(NC(=O)Nc3ccc(F)cc3)cc2C(=O)N([C@@H](C)CO)C[C@@H]1C across the screens: INS-1E rescue = 4.3; T cruzi intra = -14.1

Other entries follow.
item | SMILES | INS-1E rescue | T cruzi intra
61 | O=C(N/N=C/c1cc(Cl)cc(Cl)c1O)c1ccccc1O | -115.4 | 72.9*
62 | C[C@@H]1CN([C@H](C)CO)C(=O)c2cccc(NC(=O)C3CCCCC3)c2O[C@@H]1CN(C)C(=O)NC1CCCCC1 | 6.0 | -1.3
63 | CC(C)NC(=O)Nc1ccc2c(c1)CC(=O)N([C@@H](C)CO)C[C@H](C)[C@H](CN(C)S(=O)(=O)c1cccs1)O2 | 4.7 | 0.4
64 | C[C@H]1CN([C@@H](C)CO)C(=O)c2cc(NC(=O)Cc3cn(C)c4ccccc34)ccc2O[C@H]1CN(C)Cc1ccc(C(=O)Nc2ccccc2N)cc1 | -3.7 | 45.3
65 | C[C@@H]1CN([C@H](C)CO)C(=O)Cc2cc(NC(=O)C3CCCCC3)ccc2O[C@@H]1CN(C)Cc1ccc(-c2ccccc2)cc1 | -76.8 | ?
66 | C[C@@H]1CN([C@@H](C)CO)C(=O)Cc2cc(NC(=O)c3ccncc3)ccc2O[C@@H]1CN(C)C(=O)Nc1cccc2ccccc12 | 0.4 | -7.3
67 | CC(C)NC(=O)N(C)C[C@H]1Oc2c(NC(=O)C3CC3)cccc2C(=O)N([C@H](C)CO)C[C@@H]1C | 5.3 | -14.3
68 | COc1ccc(NC(=O)Nc2cccc3c2O[C@H](CN(C)Cc2ccc(C(=O)O)cc2)[C@@H](C)CN([C@H](C)CO)C3=O)cc1 | 3.5 | -32.6
